Screening data (PubChem BioAssay)
Vc quorum ag – quorum light induction in luxS cqsA deficient V. cholerae. 350,000 tested, 0.16% active. activation, % at 18.7 µM. V. cholerae BH1578 lux reporter, luminescence, 6 h; in the data active means activation mostly above about 9.7%, no sharp cut-off; inconclusive means no clear call, values can overlap the other calls; inactive means mostly below about 3.7%; further: not every result past the cut was called active; inactives centre near 0; reference of the scale not given here
TcdB inh – TcdB glycohydrolase inhibition. TcdB glycohydrolase enzymatic assay, plate reader. inhibition, % at 9.99 µM. 350,000 tested, 0.24% active. AID 652162; in the data active means inhibition above about 10%
MazEF act – increases E. coli MazEF RNase cleavage of RNA. P0AE70. FAM/BHQ RNA-DNA oligo cleavage fluorescence, 5 h. activation, % at 20 µM. 350,000 tested, 0.32% active. AID 504720; in the data active means activation above about 50%
Target sequence (P0AE70 whole entry, looked up): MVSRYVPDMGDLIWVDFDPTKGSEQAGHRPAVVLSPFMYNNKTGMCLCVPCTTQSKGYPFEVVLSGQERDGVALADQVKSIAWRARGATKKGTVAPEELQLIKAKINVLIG
Anthrax LF prot – anthrax lethal factor protease inhibition. 360,000 tested, 0.12% active. multiplex microsphere protease cleavage assay, LF. inhibition, % at 10 µM. P15917; in the data active means inhibition above about 30%; inconclusive means no clear call, values can overlap the other calls; further: plate controls were buffer without enzyme for full effect and enzyme alone for no effect
Target sequence (P15917 whole entry, looked up): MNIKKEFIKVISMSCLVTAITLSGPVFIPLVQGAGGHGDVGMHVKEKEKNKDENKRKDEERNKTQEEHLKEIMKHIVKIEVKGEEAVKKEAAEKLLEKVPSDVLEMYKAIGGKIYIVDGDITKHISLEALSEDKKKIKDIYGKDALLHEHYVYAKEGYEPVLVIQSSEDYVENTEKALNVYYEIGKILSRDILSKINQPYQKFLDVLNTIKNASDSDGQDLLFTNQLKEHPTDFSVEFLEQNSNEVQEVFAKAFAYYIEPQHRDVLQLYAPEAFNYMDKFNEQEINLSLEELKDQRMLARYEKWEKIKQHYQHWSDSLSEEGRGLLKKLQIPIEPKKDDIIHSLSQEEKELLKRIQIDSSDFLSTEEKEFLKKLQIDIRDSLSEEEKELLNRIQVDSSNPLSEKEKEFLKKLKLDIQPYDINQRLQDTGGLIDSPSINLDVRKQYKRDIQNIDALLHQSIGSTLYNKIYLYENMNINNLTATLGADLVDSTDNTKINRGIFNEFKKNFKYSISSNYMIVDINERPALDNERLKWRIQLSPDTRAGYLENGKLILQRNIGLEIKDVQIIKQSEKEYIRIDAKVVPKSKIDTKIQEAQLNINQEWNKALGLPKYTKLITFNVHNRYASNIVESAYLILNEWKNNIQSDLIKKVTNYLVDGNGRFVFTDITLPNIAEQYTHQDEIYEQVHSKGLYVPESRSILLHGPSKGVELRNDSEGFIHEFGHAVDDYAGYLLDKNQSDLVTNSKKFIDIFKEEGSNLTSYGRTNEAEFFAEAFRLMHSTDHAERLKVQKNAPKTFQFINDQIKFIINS
3CLpro inhibitor – SARS-CoV 3CLpro protease inhibition. P0C6X7. recombinant SARS-CoV 3CLpro, quenched FRET peptide cleavage. inhibition, % at 6 µM. 290,000 tested, 0.14% active. AID 1706; in the data active means inhibition above about 12%
SSB-PriA inh – inhibitors of Klebsiella pneumoniae PriA binding to SSB C-terminal tail; AlphaScreen SSBct-PriA binding, biotinylated peptide; 430,000 tested, 0.6% active; inhibition, % at 33 µM; AID 1272365; in the data active means inhibition mostly above about 37%, no sharp cut-off; inactive means mostly below about 20%;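 further: plate controls were negative control peptide for no effect and reference peptide for full effect; strong numbers were not always called active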
Yp Topo-I inh – inhibitors of Yersinia pestis topoisomerase I. Y. pestis Topo-I cleavage product accumulation, plate reader. activity, % at 10 µM. 360,000 tested, 0.064% active; in the data active means activity above about 50%, passing the limit was not always enough; inconclusive means no clear call, values can overlap the other calls; further: inactives centre near 2
Rv3671c inh – inhibits the M. tuberculosis serine protease Rv3671c; P9WHR9; inhibition, % at 5.96 µM; 320,000 tested, 0.048% active; AID 2606; in the data active means inhibition above about 38%;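 further: extracellular domain of Rv3671c used as enzyme; 0% = enzyme with DMSO and 100% = no enzyme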
DUSP3 inh – inhibitors of human VHR1 phosphatase (DUSP3); 290,000 tested, 0.52% active; inhibition, % at 13.3 µM; recombinant VHR phosphatase, pNPP absorbance; P51452; in the data active means inhibition above about 50%; further: some compounds called inactive have numbers as strong as hits
Target sequence (P51452 whole entry, looked up): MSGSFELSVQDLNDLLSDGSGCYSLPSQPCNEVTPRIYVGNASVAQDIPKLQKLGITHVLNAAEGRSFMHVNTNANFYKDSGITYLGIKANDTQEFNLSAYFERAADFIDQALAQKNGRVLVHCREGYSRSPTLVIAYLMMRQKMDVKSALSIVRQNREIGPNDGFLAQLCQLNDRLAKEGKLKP
PfHsp40 yeast – rescue of PfHsp40-mediated yeast toxicity | S. cerevisiae expressing PfHsp40, growth rescue, ATP luminescence | growth rescue, % at 12.5 µM | 340,000 tested, 0.68% active; in the data active means growth rescue above about 28%, passing the limit was not always enough; inconclusive means no clear call, values can overlap the other calls;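 further: yeast W303a lacking pdr1 and pdr3 grown in galactose medium; growth measured after three days at 30 °C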
Starred values were filed as active, the others as inactive; i = inactive; ? = inconclusive; . = no result given. A portion of the library; count on the stated rates, not on these rows.

Letters: A = Vc quorum ag; B = TcdB inh; C = MazEF act; D = Anthrax LF prot; E = 3CLpro inhibitor; F = SSB-PriA inh; G = Yp Topo-I inh; H = Rv3671c inh; I = DUSP3 inh; J = PfHsp40 yeast
CCC(C)(C)NC(=O)c1ccc(S(=O)(=O)N(C)c2ccccc2OC)cc1
  A: i	B: .	C: 0	D: .	E: -1	F: -4	G: 15	H: 1	I: 7	J: 2.9

CCOC(=O)c1cnc2ccc(C)cc2c1NCCO
  A: -12	B: .	C: -1	D: -9	E: -3	F: -10	G: -9	H: 1	I: 22	J: -1.6

CN(C)S(=O)(=O)c1cccc(C(=O)N2CCC(C(=O)O)(c3ccccc3)CC2)c1
  A: -0.2	B: -3.0	C: -6	D: -3	E: 4	F: -7	G: -1	H: 0	I: -6	J: 0.8

NCC1CCC(C(=O)Oc2ccc(CCC(=O)O)cc2)CC1 (centres undefined)
  A: i	B: 0.6	C: 1	D: -3	E: .	F: -6	G: -3	H: 2	I: .	J: 0.2

Cc1ccc([N+](=O)[O-])c(OCC(=O)OCC(=O)c2ccccc2)c1
  A: -0.3	B: 0.7	C: -7	D: -1	E: -1	F: -12	G: 6	H: -1	I: 18	J: -0.6

O=C(c1cc(-c2ccncc2)nc2ccc(Cl)cc12)N1CCN(Cc2ccc3c(c2)OCO3)CC1
  A: -0.3	B: -0.3	C: 9	D: 6	E: 1	F: -14	G: 3	H: -5	I: 12	J: -1.1

FC(F)(F)c1cccc(-c2ccc(/C=N/Nc3nncc(-c4ccccc4)n3)o2)c1
  A: -0.2	B: .	C: 13	D: -6	E: -4	F: .	G: 5	H: 5	I: 19	J: -0.3

Nc1nc(-c2ccccc2)nn1C(=O)c1ccco1
  A: -0.3	B: 0.4	C: -4	D: 0	E: 1	F: -2	G: 5	H: 7	I: -4	J: -0.3

COc1ccc(Cl)cc1NC(=O)CCN1CCN(C)CC1
  A: -0.7	B: .	C: 2	D: -2	E: -5	F: -7	G: 8	H: 4	I: 24	J: 0.3

Cc1cccc(C(=O)NNC(=O)c2cccc(C)c2)c1
  A: -0.4	B: 0.0	C: 6	D: 0	E: 5	F: -1	G: 2	H: 5	I: 9	J: 0.0

New compounds follow:
Letters: A = Vc quorum ag; B = TcdB inh; C = MazEF act; D = Anthrax LF prot; E = 3CLpro inhibitor; F = SSB-PriA inh; G = Yp Topo-I inh; H = Rv3671c inh; I = DUSP3 inh; J = PfHsp40 yeast
Cc1cc(C)cc(NS(=O)(=O)Cc2ccccc2)c1
  A: i	B: 6.2	C: 12	D: -12	E: -7	F: -7	G: -1	H: -3	I: 39	J: 0.8

COc1ccc(NC(=O)CCCNC(=O)Cn2cnc3sc4c(c3c2=O)CCCC4)cc1OC
  A: -0.3	B: 1.6	C: 8	D: -2	E: 3	F: 5	G: 7	H: 3	I: 15	J: -1.0

CCC(=O)N1N=C(c2ccc(NS(=O)(=O)CC)cc2)CC1c1ccc(C)cc1 (centres undefined)
  A: -0.1	B: -2.6	C: 8	D: 0	E: 3	F: 8	G: -10	H: -4	I: 20	J: -0.4

O=C(CN(c1ccccc1)S(=O)(=O)c1ccccc1)NCCSc1ccccn1
  A: -0.4	B: 0.9	C: 6	D: 10	E: -3	F: 0	G: 28	H: -7	I: 15	J: -2.0

CCC(=O)N1CC23C=CC(CC2CC12CCCCC2)O3 (centres undefined)
  A: i	B: .	C: -1	D: 2	E: -3	F: -8	G: 9	H: 4	I: -24	J: -1.6

Cc1ccc(N(CC(=O)NC2CCCC2)C(=O)CNC(=O)c2cccs2)cc1F
  A: -0.2	B: 0.8	C: 2	D: 0	E: 2	F: 3	G: 22	H: -13	I: 21	J: 0.3

CS(=O)(=O)N1N=C(c2ccco2)CC1c1ccccc1 (centres undefined)
  A: -0.2	B: 0.6	C: -4	D: 0	E: -1	F: -2	G: 2	H: 1	I: 0	J: 0.6

CCCCn1c(SCC(=O)N2CCC(C)CC2)nc2ccsc2c1=O
  A: i	B: .	C: 6	D: -1	E: 3	F: -13	G: 18	H: -2	I: -1	J: -1.6

Cc1onc(-c2c(F)cccc2Cl)c1C(=O)ONC(=O)c1ccccc1
  A: i	B: 0.5	C: 3	D: -11	E: -3	F: 5	G: -1	H: -2	I: -5	J: -0.4

O=C(O)C1C2C=CC3(CN(Cc4ccncc4)C(=O)C13)O2 (centres undefined)
  A: -0.3	B: .	C: 1	D: 3	E: -2	F: -9	G: -7	H: -5	I: 20	J: -0.1

The listing continues:
Each structure is followed by: Vc quorum ag, TcdB inh, MazEF act, Anthrax LF prot, 3CLpro inhibitor, SSB-PriA inh, Yp Topo-I inh, Rv3671c inh, DUSP3 inh, PfHsp40 yeast
COCCn1c(SCC(=O)Nc2ccccc2)nnc1-c1ccoc1C
→ -0.3, 1.1, 8, 9, -1, -6, -1, -3, 22, 0.7
COc1cccc(OCCNc2cc(N3CCCCC3)ccc2[N+](=O)[O-])c1
→ -1.0, ., -21, -3, 4, 30, -10, 0, 21, 1.1
O=C(O)c1ccc(Cl)cc1NC(=O)C1CCCO1 (centres undefined)
→ -0.6, ., -5, -1, -2, -26, 5, 9, 11, -0.4
CC(=O)Nc1ccc(S(=O)(=O)N2CCN(c3ncccn3)CC2)cc1
→ 0.7, 0.6, -3, 3, 3, -13, 8, 14, 6, -1.5
COc1ccc(OC)c2[nH]c(=O)c(CCNC(=O)COc3ccccc3)cc12
→ i, ., 4, 1, -2, 8, 14, 8, 8, -0.6
COc1ccccc1NC(=O)C/C(C)=N/NC(=O)COc1c(Br)cc(Br)cc1OC
→ -0.3, 2.6, -2, 3, 4, ., 6, 1, 22, -0.1
NCc1csc(Nc2ccc(C(=O)c3ccccc3)cc2)n1
→ -0.7, -1.1, ., -6, ., ., -9, ., ., .
COc1ccc(-c2cc(C(F)(F)F)nc(SCCC(=O)NCc3ccco3)n2)cc1
→ ., ., -2, ., 0, -17, ., -10, -14, .
Cc1nc(/C(N)=N/OC(=O)c2c(-c3ccccc3Cl)noc2C)cs1
→ i, 0.6, 13, -6, -2, ., 4, -7, 8, -0.5
COc1ccc(-c2nc(-c3ccccc3)no2)c(OC)c1
→ -2.0, 0.4, 4, -10, -4, -75, 10, -6, 2, 6.0
CCN(CC(=O)Nc1ccc(OC)cc1)C(=O)c1oc2c(Cl)cccc2c1C
→ -0.5, 1.2, 18, 3, ., -22, 4, -4, ., -0.7
COc1ccc(C2COC(=O)C2=N)c(NC(=O)c2ccccc2)c1 (centres undefined)
→ -0.2, ., -3, 2, 2, -10, -3, 3, -1, -1.8
COc1ccc(OC)c(NC(=O)CSc2nnc(Cn3nnc4ccccc43)n2C)c1
→ 4.1, ., 6, -2, 5, 36, 6, -6, 13, 0.8
O=S(=O)(NC(=S)NC1CCCCC1)c1ccc(Cl)cc1
→ i, 2.5, -2, 0, 6, -1, 11, -4, 31, -1.0
CCc1nccn1S(=O)(=O)c1cccc([N+](=O)[O-])c1
→ -0.6, ., 14, -1, -2, -11, 1, -9, 4, -0.5

Later entries.
Each structure is followed by: Vc quorum ag, TcdB inh, MazEF act, Anthrax LF prot, 3CLpro inhibitor, SSB-PriA inh, Yp Topo-I inh, Rv3671c inh, DUSP3 inh, PfHsp40 yeast
CC(C)(C)C(=O)Nc1ccc(-c2cn3cccnc3n2)cc1
→ i, 0.1, -9, 1, 2, 5, -2, 0, -7, -0.9
COc1cnc(-c2ccccn2)nc1Sc1cccc(Cl)c1
→ 6.2, ., -3, -3, -2, -6, 10, -8, 29, 2.6
O=C(CSc1n[nH]c(-c2ccccc2)n1)Nc1ncccn1
→ -3.3, ., -2, 0, -3, -2, -1, -3, 13, 0.9
COc1ccc(/C=C(\C#N)C(=O)N=CN(C)C)cc1
→ i, 0.6, 4, 2, -3, -13, 0, -7, 11, 0.8
CCCCN1CC(C(=O)NC2CCCCC2)CC1=O (centres undefined)
→ i, ., 6, -4, 4, -4, 2, -13, 7, -0.4
Cc1nn(C)c(Oc2cccc(Cl)c2)c1C(=O)O
→ -0.6, ., 1, -12, 1, 0, 4, -1, -13, -0.2
C/C(=N/NC(=O)CNC(=O)c1cccnc1)c1ccccc1
→ 1.3, 0.0, 4, -7, -3, ., -6, -7, -10, 0.1
O=C(COc1ccc(Cl)cc1Cl)NCCC1=CCCCC1
→ 2.4, 8.3, -8, -2, 5, -12, 18, 6, 19, 5.6
COc1ccc(S(=O)(=O)N(C)CC(=O)NC2CCCCC2)cc1OC
→ -0.2, ., 9, 0, 0, 1, 4, -7, -8, -0.5
O=C(CC1SC(=Nc2cccc3ccccc23)N(Cc2ccccn2)C1=O)Nc1ccccc1Br (centres undefined)
→ -0.2, 1.7, -11, -1, 0, -16, 16, -38, 3, -0.6
O=C(COc1ccc(Cl)cc1Cl)NN1C(=O)C2C3C=CC(C3)C2C1=O (centres undefined)
→ -0.6, 0.1, 10, -3, -4, 3, -12, 2, 25, 0.0
CCOc1cc(/C=C(\C#N)C(N)=O)ccc1OCc1c(C)no[n+]1[O-]
→ 0.7, 0.4, 6, -4, -3, 1, 4, 2, 9, -0.7
CCOC(=O)CSc1nc(C)c2ccccc2n1
→ 0.9, ., -2, -1, 4, -16, -8, 0, 19, -0.1
CCOC(=O)CNC(=O)C(NC(=O)C1CCC(C)CC1)C(C)CC (centres undefined)
→ i, ., 4, -8, -11, -15, 7, 1, -2, 4.4
CC(C)c1ccc(/C=C/C(=O)CCC(=O)O)cc1
→ -0.6, 0.7, -5, -1, 6, -7, -10, 5, 28, -0.6
COC(=O)c1ccc(CS(=O)(=O)c2ccccc2C)o1
→ -0.6, 0.8, 2, -2, -3, -7, -7, 3, ., ?
O=C(NCCC1CCCCN1S(=O)(=O)c1ccccc1)C(=O)NCc1ccc(F)cc1 (centres undefined)
→ -0.4, 3.4, -1, ., ., -19, -1, -7, ., 1.3

Structures above containing four or more nitrogen atoms, in the order listed:
Each structure is followed by: Vc quorum ag, TcdB inh, MazEF act, Anthrax LF prot, 3CLpro inhibitor, SSB-PriA inh, Yp Topo-I inh, Rv3671c inh, DUSP3 inh, PfHsp40 yeast
O=C(c1cc(-c2ccncc2)nc2ccc(Cl)cc12)N1CCN(Cc2ccc3c(c2)OCO3)CC1
→ -0.3, -0.3, 9, 6, 1, -14, 3, -5, 12, -1.1
FC(F)(F)c1cccc(-c2ccc(/C=N/Nc3nncc(-c4ccccc4)n3)o2)c1
→ -0.2, ., 13, -6, -4, ., 5, 5, 19, -0.3
Nc1nc(-c2ccccc2)nn1C(=O)c1ccco1
→ -0.3, 0.4, -4, 0, 1, -2, 5, 7, -4, -0.3
COc1ccc(NC(=O)CCCNC(=O)Cn2cnc3sc4c(c3c2=O)CCCC4)cc1OC
→ -0.3, 1.6, 8, -2, 3, 5, 7, 3, 15, -1.0
COCCn1c(SCC(=O)Nc2ccccc2)nnc1-c1ccoc1C
→ -0.3, 1.1, 8, 9, -1, -6, -1, -3, 22, 0.7
CC(=O)Nc1ccc(S(=O)(=O)N2CCN(c3ncccn3)CC2)cc1
→ 0.7, 0.6, -3, 3, 3, -13, 8, 14, 6, -1.5
Cc1nc(/C(N)=N/OC(=O)c2c(-c3ccccc3Cl)noc2C)cs1
→ i, 0.6, 13, -6, -2, ., 4, -7, 8, -0.5
COc1ccc(OC)c(NC(=O)CSc2nnc(Cn3nnc4ccccc43)n2C)c1
→ 4.1, ., 6, -2, 5, 36, 6, -6, 13, 0.8
CC(C)(C)C(=O)Nc1ccc(-c2cn3cccnc3n2)cc1
→ i, 0.1, -9, 1, 2, 5, -2, 0, -7, -0.9
O=C(CSc1n[nH]c(-c2ccccc2)n1)Nc1ncccn1
→ -3.3, ., -2, 0, -3, -2, -1, -3, 13, 0.9
C/C(=N/NC(=O)CNC(=O)c1cccnc1)c1ccccc1
→ 1.3, 0.0, 4, -7, -3, ., -6, -7, -10, 0.1
O=C(CC1SC(=Nc2cccc3ccccc23)N(Cc2ccccn2)C1=O)Nc1ccccc1Br (centres undefined)
→ -0.2, 1.7, -11, -1, 0, -16, 16, -38, 3, -0.6
CCOc1cc(/C=C(\C#N)C(N)=O)ccc1OCc1c(C)no[n+]1[O-]
→ 0.7, 0.4, 6, -4, -3, 1, 4, 2, 9, -0.7
